Bioassay records deposited in PubChem BioAssay by National Center for Advancing Translational Sciences (NCATS).
IMPase inh – cell-permeable inhibitors of inositol monophosphatase (IMPase); P97697; CHO-M1 cells, IP1 accumulation, HTRF TR-FRET ratio; inhibition (IP1 accumulation), % at 46.1 µM; 120,000 tested, under 10 active; AID 901; active = well fitted curve in the direction sought with a large enough effect in the signal ratio, not every such curve was filed as active; inconclusive = small, poorly fitted or top-dose-only effect, or a change in a side signal; inactive = no such curve, though single readings can be large or run the other way; the % refers to the signal ratio;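 also: cells stimulated with carbachol in lithium chloride buffer; plate controls were DMSO basal wells for no effect and reference inhibitor wells for full effect; higher means more IMPase inhibition seen as more IP1 and lower FRET ratio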
Target sequence (P97697 whole entry, looked up): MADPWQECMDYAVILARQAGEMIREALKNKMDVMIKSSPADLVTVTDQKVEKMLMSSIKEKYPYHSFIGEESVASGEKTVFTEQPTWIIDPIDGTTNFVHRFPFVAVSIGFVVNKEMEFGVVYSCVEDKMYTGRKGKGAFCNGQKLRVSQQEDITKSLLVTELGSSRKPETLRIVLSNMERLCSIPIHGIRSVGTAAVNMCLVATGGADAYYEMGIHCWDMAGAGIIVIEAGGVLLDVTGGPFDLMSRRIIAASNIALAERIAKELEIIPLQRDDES
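CHO-M1, 2000 cells/well, cultured 16–30 h; cpd up to 46 uM; carbachol (50 uM solution, stimulation buffer w/ 50 mM LiCl, pH 7.4), 30 min 37C; IP-One TR-FRET, 10 min RT; Ex 320/Em 665, 620; Hill-fit AC50.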
12-hLO inh – 12-hLO (ALOX12) enzyme inhibition; purified 12-hLO, xylenol orange hydroperoxide absorbance; Potency, µM (highest dose often 57.1 µM), for the others: top-dose activity change, negative = inhibition, usual class: inhibitors; actives 0.12% (n = 150,000); also: potency is read from the fitted curve at half-maximal effect; nearly all actives have a fitted effect of over 55% in size; many of its hits are not listed in these tables
Target sequence (P18054 whole entry, looked up): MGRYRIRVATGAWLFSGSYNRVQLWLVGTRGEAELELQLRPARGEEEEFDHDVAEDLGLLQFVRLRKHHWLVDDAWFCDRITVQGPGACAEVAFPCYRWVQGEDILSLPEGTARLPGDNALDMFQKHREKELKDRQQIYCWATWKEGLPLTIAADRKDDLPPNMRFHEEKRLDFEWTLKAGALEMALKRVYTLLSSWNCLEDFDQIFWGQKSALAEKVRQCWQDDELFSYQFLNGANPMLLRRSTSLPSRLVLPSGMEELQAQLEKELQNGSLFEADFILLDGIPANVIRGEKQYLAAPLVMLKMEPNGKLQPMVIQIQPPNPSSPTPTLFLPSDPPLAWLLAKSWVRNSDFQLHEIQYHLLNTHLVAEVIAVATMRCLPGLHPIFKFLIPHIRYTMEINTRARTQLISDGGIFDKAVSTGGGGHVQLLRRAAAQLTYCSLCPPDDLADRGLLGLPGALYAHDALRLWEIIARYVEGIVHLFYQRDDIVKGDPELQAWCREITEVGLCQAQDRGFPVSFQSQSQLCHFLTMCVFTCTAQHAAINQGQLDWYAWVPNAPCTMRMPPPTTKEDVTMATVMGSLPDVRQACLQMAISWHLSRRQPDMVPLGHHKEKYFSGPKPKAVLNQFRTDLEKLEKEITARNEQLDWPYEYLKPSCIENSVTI
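Purified human 12hLO (150 nM), preincubated 15 min with compound, then 40 uM arachidonic acid for 30 min, room temperature, Hepes pH 7.0 with 0.01% Triton X-100. Hydroperoxide detected by ferrous iron/xylenol orange; 573/405 nm absorbance ratio gives reaction progress.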
PNC assembly inh – inhibitors of perinucleolar compartment assembly; PC3M PTB-GFP, PNC prevalence imaging, 16 h; hits give low values; activity change (PNC), negative = inhibition, % at 10 µM; actives 3.1% (n = 140,000); AID 2417;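 active = readout at or below -70, meaning at least 70% loss of cells showing the perinucleolar compartment, a nuclear body marking cancer cells; inconclusive = readout between -30 and a set limit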;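 also: plate controls were DMSO wells for no effect and camptothecin positive control wells for full effect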
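PC3M cells stably expressing PTB-GFP, 750–1000 cells/well, treated 16 h at 37 °C with compound (23 nl of library stock), in duplicate. After paraformaldehyde fixation and Hoechst stain, imaged at 20x; PNC prevalence scored by image analysis.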
ALOX15B inhib – inhibitors of human 15-lipoxygenase 2 (ALOX15B); purified 15hLO-2, xylenol orange hydroperoxide absorbance; actives 0.56% (n = 110,000); Potency, µM (highest dose often 57.1 µM), for the others: top-dose activity change, negative = inhibition, most hits filed as inhibitors; also: potency is read from the fitted curve at half-maximal effect; nearly all actives have a fitted effect of over 60% in size; many of its hits are not listed in these tables
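Enzyme 50 nM, AA 45 uM, 25 mM Hepes pH 7.5 + 0.01% Triton X-100; cpd preinc 15 min RT, rxn 90 min RT; stop/detect with 200 uM XO + 300 uM Fe(II) in 50 mM H2SO4, 30 min; A573/A405.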
* marks the source's active call; other numbers are inactive results; ? = inconclusive; / = no result given; [ ] = remark or other dose. Unless noted, calls follow the shape of the dose curve; as a rule, active = well fitted curve in the direction sought with a large enough effect; inconclusive = small, poorly fitted or top-dose-only effect, or another doubt; inactive = no such curve, though single readings can be large; an effect the other way counts as inactive or inconclusive. Unless noted, % is scaled to controls: 0 for no effect and ±100 for the full control effect. These rows are one share of the data; count on the stated rates, not on these rows.

SMILES	IMPase inh	12-hLO inh	PNC assembly inh	ALOX15B inhib
O=C(C1CCCO1)N1CCC(O)(c2ccccc2)CC1 (stereo not given)	-1	1%	?	-6%
O=C(Nc1ccc2c(c1)OCO2)c1cc(C2CC2)on1	3	-9%	-17	-6%
CCN(CC)S(=O)(=O)c1cc(NC(=O)COC(=O)c2sc3ccccc3c2Cl)ccc1C	/	-4%	48	/
COc1cccc(N2CCN(C(=S)NCc3ccco3)CC2)c1	1	1%	-11	12%
COc1ccccc1NC(=O)CN1C(=O)CCS(=O)(=O)c2ccccc21	6	5%	?	/
Cc1ccc(-c2cc(C(F)F)nc(NCc3cccnc3)n2)cc1	5	-10%	14	/
Nn1c(SC/C=C/c2ccccc2)nnc1-c1cccnc1	-8	1%	43	6%
COc1cccc(NC(=O)C(NC2CCCC2)c2ccccc2)c1 (stereo not given)	12	-5%	26	2%
Cc1sc2ncn3c(C)nnc3c2c1C	2	1%	-17	1%
CCC[C@@H]1C[C@@]1(CCC)C(NS(=O)(=O)c1cccc2cccnc12)c1ccc(Cl)cc1 (stereo not given in full)	/	-2%	/	-1%
Cc1noc(C(=O)Nc2ccc3c(c2)OCO3)c1Cl	-10	2%	-6	/
COc1ccc(-c2noc(CSc3nc(N)c(-c4ccccc4)c(=O)[nH]3)n2)cc1OC	14	0%	?	2%
O=S1(=O)N=C(Nc2ccc(O)c(CN3CCCCC3)c2)c2ccccc21	9	5%	?	12%
CC(C)Oc1ccc(NC(N)=O)cc1	6	-3%	-7	2%
CC1(C)NC(=O)N(CC(O)CN2CCCCC2)C1=O (stereo not given)	-11	-1%	-94*	1%
O=C(CSc1nc(-c2ccco2)cc(C(F)(F)F)n1)NCCCn1ccnc1	4	5%	?	14%
CCCCC[C@H](O)CCCC(=O)O	4	-1%	/	-13%
CC(=O)c1cc(-c2ccccc2)n(CC(=O)N2CCC(N3CCCCC3)CC2)c1C	2	2%	?	0%
COc1ccc(OC)c2sc(NC(=O)c3ccc(Cl)s3)nc12	15	-1%	11	-14%
O=C(c1cc(C2CC2)on1)N1CCN(C(c2ccccc2)c2ccccc2)CC1	5	-8%	?	-2%
Cc1cccc(-n2c(N)cc(=O)[nH]c2=S)c1C	3	-1%	?	-1%
COc1ccc(C(=O)Nc2ccc3nc(N4CCCCC4)cc(C)c3c2)cc1OC	/	-3%	21	/
N#Cc1ccsc1NC(=O)CN1CCN(c2ccccc2)CC1	4	0%	14	/
Cc1cc(-c2ccccc2)nc(N(C)NC(=O)c2cccc(C(F)(F)F)c2)c1S(C)(=O)=O	5	-1%	-22	17%

Among those listed so far, 4 contain a Cl atom:
SMILES	IMPase inh	12-hLO inh	PNC assembly inh	ALOX15B inhib
CCN(CC)S(=O)(=O)c1cc(NC(=O)COC(=O)c2sc3ccccc3c2Cl)ccc1C	/	-4%	48	/
CCC[C@@H]1C[C@@]1(CCC)C(NS(=O)(=O)c1cccc2cccnc12)c1ccc(Cl)cc1 (stereo not given in full)	/	-2%	/	-1%
Cc1noc(C(=O)Nc2ccc3c(c2)OCO3)c1Cl	-10	2%	-6	/
COc1ccc(OC)c2sc(NC(=O)c3ccc(Cl)s3)nc12	15	-1%	11	-14%

More records follow:
SMILES	IMPase inh	12-hLO inh	PNC assembly inh	ALOX15B inhib
Cn1c(SCC(=O)N2CCCCC2)nnc1-c1ccc(S(=O)(=O)N2CCOCC2)cc1	-8	-1%	23	1%
O=C(CSc1nc(-c2ccccc2)cc(=O)[nH]1)N1CCOCC1	-3	-2%	?	3%
COc1ccc(NC(=O)N2CC[C@@]3(CCCN(C(=O)c4cccn4C)C3)C2)cc1	/	-6%	/	-4%
CNc1nc(OC)nc(N2CCOCC2)n1	5	-1%	-27	1%
O=C(Nc1nc(-c2ccccc2)cs1)c1ccc(S(=O)(=O)N2CCc3ccccc32)cc1	/	-3%	61	/
CCn1nccc1C(=O)Nc1cc(Cl)ccc1Cl	-1	0%	?	0%
Cc1ccc(S(=O)(=O)CCC(=O)OCC(=O)Nc2cc(C)on2)cc1	-1	4%	0	-1%
O=c1c(-c2ccc(F)cc2)nc2cnc(Nc3ccccc3)nc2n1Cc1cccs1	/	-3%	/	-2%
COC(=O)Nc1c(C(=O)OC)cc(OC)c(OC)c1OC	-6	-2%	-7	0%
COc1ccc(C(=O)COC(=O)CN2C(=O)NC(C)(C)C2=O)cc1OC	1	-7%	41	-3%
COC(=O)CSc1nc(NC(C)C)nc(N2CCOCC2)n1	1	-1%	-1	10%
CC(C)N(C(=O)CSc1nnc(-c2cc3ccccc3cc2O)n1Cc1ccco1)C(C)C	5	-3%	-3	-22%
O=C1c2ccccc2N2C(=O)c3ccccc3C2N1Cc1ccco1 (stereo not given)	-5	-2%	-6	-13%
COC(=O)c1ccc(Nc2cc(C)nc3nc(C)nn23)cc1	/	-4%	27	/
CCOC(=O)c1ccc(N2Cc3cc(C)c(C)cc3C2)cc1O	0	3%	19	-5%
COc1ccc(N2C(=O)CNC2=S)cc1	-5	-1%	0	/
Cc1cc(NS(=O)(=O)c2ccc(NC(=S)NC(=O)c3ccc(F)cc3)cc2)no1	/	?	-27	/
O=P(O)(O)CCP(=O)(c1ccccc1)c1ccccc1	9	-4%	?	4%
Cc1ccc(C)c(N(C(=O)CS(=O)CC(=O)Nc2ccc3c(c2)OCO3)C(C)C(=O)NC2CCCC2)c1 (stereo not given)	5	-3%	-4	/
COc1ccc(OC)c(-c2cc(C(=O)Nc3c(C)nn(Cc4ccccc4C)c3C)no2)c1	7	-15%	?	5%
O=C1c2ccccc2C(O)(Cc2ccccc2)N1Cc1ccco1 (stereo not given)	-8	-4%	-22	/
CCOC(=O)c1c2ccc(OCC(=O)N/N=C/c3ccccc3C(F)(F)F)cc2n2ccccc12	3	-5%	?	-8%
COc1ccc(/C(C)=N/N=C(\C)c2ccc(OC)cc2OC)c(OC)c1	/	-2%	7	/
COc1ccc(CNC(=O)Cn2c(=O)oc3ccccc32)cc1OC	0	-4%	-25	-9%
CCOC(=O)c1ccc(NC(=O)CN2C(=O)C(CC)SC(CC)C2=O)cc1 (stereo not given)	?	-2%	29	/
COc1cc([N+](=O)[O-])ccc1NC(=O)C[n+]1ccccc1	10	4%	-1	/
COCCNC(=O)CSCc1nc(-c2ccc(SC)cc2)oc1C	-4	5%	-89*	/
CCNc1c(C(=O)O)ccc2c1C(=O)c1ccccc1C2=O	11	1%	-85*	/
C/C(N)=C(/C#N)C(=O)CSc1cc(Cl)ccc1Cl	/	1%	40	/
COCCN1C(=O)N[C@@H](c2ccccc2)C(C(=O)OC)=C1C	/	1%	-7	/
Cc1cccc(N2C(=O)CC(Sc3nc(C)cc(C)n3)C2=O)c1 (stereo not given)	1	5%	-15	-2%
COCC(=O)N1CCC2(CCCN(c3ccncc3)C2)CC1	/	-1%	/	3%
CCOC(=O)N1CCC(Nc2c(-c3ccccc3)c(=O)c2=O)CC1	10	1%	-15	-2%
Cc1ccccc1NC(=O)C1CCCN(S(=O)(=O)c2cnc[nH]2)C1 (stereo not given)	5	3%	-17	-2%
O=C(COc1ccccc1)Nc1nnc(-c2ccc3c(c2)CCCC3)o1	8	-12%	37	7%
COc1ccc(C(=O)O/N=C(\N)Cc2ccc(Cl)cc2)cc1OC	2	-4%	36	6%

In another format: entries from further up.
| mol | IMPase inh | 12-hLO inh | PNC assembly inh | ALOX15B inhib |
| --- | --- | --- | --- | --- |
| COCCN1C(=O)N[C@@H](c2ccccc2)C(C(=O)OC)=C1C | / | 1% | -7 | / |
| Cc1cccc(N2C(=O)CC(Sc3nc(C)cc(C)n3)C2=O)c1 (stereo not given) | 1 | 5% | -15 | -2% |
| COCC(=O)N1CCC2(CCCN(c3ccncc3)C2)CC1 | / | -1% | / | 3% |

(listing goes on)
SMILES	IMPase inh	12-hLO inh	PNC assembly inh	ALOX15B inhib
COCCCNCCCCOc1cccc(Br)c1	/	-1%	8	/
Cc1nc(Nc2ccccc2)c2nc(-c3ccccc3)n(CCN3CCOCC3)c2n1	/	-10%	/	36%[activator]
COc1ccc(CNC(=O)c2c(C)oc3c2C(=O)c2ccccc2C3=O)cc1	/	0%	33	/
CCOC(=O)c1ccc2c(c1)nc(SCc1cn3ccsc3n1)n2CC	8	-3%	14	34%[activator]
Cc1ccc(SCC(=O)NCc2ccco2)cc1	-9	-2%	?	/
Cc1ccc(S(=O)(=O)N2CCN(c3nc4ccccc4nc3-n3nc(C)cc3C)CC2)cc1	-2	-8%	-5	2%
COC(=O)c1ccccc1NC(=O)CSc1nnnn1C	9	5%	?	/
CCOC(=O)c1ccc2cccc(C)n2c1=O	-13	-8%	8	-11%
O=C(NCc1nnc(SCC(=O)N2CCN(c3ccccc3)CC2)o1)c1ccco1	-12	4%	-2	/
O=C(Nc1ccccc1)N1CCC2(CC1)CCN(S(=O)(=O)c1ccccc1)CC2	/	-1%	/	4%
O=C1CN(C(=O)c2ccc(Br)o2)C(c2ccccc2)c2cc(Cl)ccc2N1 (stereo not given)	8	-14%	-9	-10%
Nc1nc(C2CC(=O)OC23CCCCC3)cs1 (stereo not given)	14	0%	-119*	/
COc1cc(CNCCSc2nnnn2C)cc(Br)c1OCc1ccc(F)cc1	5	0%	?	46%[activator]
Clc1ccc2oc3c(Cl)ncnc3c2c1	/	-2%	-20	/
N#C/C(=C\c1ccc(O)c(O)c1)S(=O)(=O)c1ccccc1	-1	?	-30	?
Cc1cccc(/C=C2\CCC(C3CCCC3)C2=O)c1 (stereo not given)	/	1%	6	/
COc1cc(CNc2ncn[nH]2)cc(Br)c1OC	-6	-4%	-22	7%
CCn1cc(C(=O)NCc2ccco2)c2cc(OC)c(OC)cc2c1=O	9	1%	?	/
CNC(=S)N1CCN(c2c(F)cc3c(=O)c(C(=O)O)cn(C4CC4)c3c2OC)CC1C (stereo not given)	-1	-14%	-20	-10%
CCOC(=O)C1CCN(C(=O)N2CCOCC2)CC1	-4	1%	?	-1%
O=C(O)c1cc(N2C(=O)C3C4C=CC(C4)C3C2=O)ccc1NCc1cccnc1 (stereo not given)	4	3%	4	-4%
CC(NC(=O)COC(=O)/C(=C/c1cccs1)c1cccs1)c1ccccc1 (stereo not given)	/	0%	8	/
CCCCCCNc1c(C(=O)OCC)c(=O)[nH]c2ccccc12	8	-7%	-30	1%
N=C(N)CCNC(=O)[C@@H]1CCC(N)=N1	/	-4%[11.4 µM]	/	-4%[11.4 µM]
CCOC(=O)c1[nH]c2cc(OC)c(OC)cc2c1NC(=O)CN1CCN(C)CC1	-11	6%	?	0%
COc1cnn(Cc2ccccc2)c(=O)c1SCc1ccccc1	/	-3%	-18	/
Cc1onc(-c2c(F)cccc2Cl)c1C(=O)NC(=S)NC1CCSC1=O (stereo not given)	/	2%	37	/
CCOC(=O)c1nnn(-c2nonc2OC)c1-c1ccccc1	10	-2%	?	-2%
Cc1cc(C=O)c(C)n1-c1ccc(N2CCCC2)c([N+](=O)[O-])c1	7	-19%	-20	-5%
COc1ccc(C(=O)n2nc(-c3ccco3)nc2N)cc1	-6	-1%	-16	/
CC1CCCCN1C(=O)CSc1nc(N)cc(=O)[nH]1 (stereo not given)	-2	-4%	17	-8%
CC(C)Oc1ccc(CNCCC2(C(C)C)CCOC(C)(C)C2)cc1 (stereo not given)	0	0%	9	46%[activator]
CCCc1[nH][nH]c(=O)c1C(c1cccc(Cl)c1)C(C#N)C#N (stereo not given)	0	-9%	14	0%
COc1ccc(C2CC(=O)Oc3cc4c(cc32)OCO4)cc1 (stereo not given)	/	-12%[0.00818 µM]	/	-9%[0.0915 µM]
O=C(NNS(=O)(=O)c1ccc2ccccc2c1)c1cccs1	13	-1%	-10	/
O=S(=O)(Nc1cnc2ccccc2c1)N1CCCCCC1	?	-4%	10	3%
Cc1cc(C)c2c(n1)nn1c(-n3ccnc3)cc(C)nc21	4	-7%	-13	5%
O=C(O)c1cc(S(=O)(=O)Nc2ccc3oc(=O)sc3c2)ccc1O	4	?	-9	-18%
